# BoNT F protease – BoNT/F light chain protease inhibitors, primary screen, biochemical, flow cytometry, MLPCN library | Botulinum neurotoxin type F light chain protease (Clostridium botulinum) | Multiplex microsphere protease cleavage assay | inhibition, % at 10 µM | actives 0.22% (n = 360,000) | AID 588497, 2011; in the data active means inhibition above about 35%, passing the limit was not always enough; inconclusive means no clear call, values can overlap the other calls; further: plate controls were buffer without enzyme for full effect and enzyme alone for no effect
# PfHsp40 rescue – rescue of yeast from PfHsp40 toxicity, primary screen, S. cerevisiae, ATP luminescence; growth rescue, % at 12.5 µM; actives 0.68% (n = 340,000); AID 504582, 2011; S. cerevisiae expressing PfHsp40, growth rescue; in the data active means growth rescue above about 28%, passing the limit was not always enough; inconclusive means no clear call, values can overlap the other calls;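 further: yeast W303a lacking pdr1 and pdr3 grown in galactose medium; growth measured after three days at 30 °C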
# Mtb UGM inh – M. tuberculosis UGM enzyme inhibitors, primary screen, biochemical, fluorescence polarization, single point; UDP-galactopyranose mutase (Mycobacterium tuberculosis (strain ATCC 25618 / H37Rv)), …; actives 0.06% (n = 320,000); inhibition, % at 10 µM; purified UGM, fluorescence polarization probe displacement; in the data active means inhibition above about 10%, passing the limit was not always enough; inconclusive means no clear call, values can overlap the other calls
# Target sequence (P9WIQ1 whole entry, looked up): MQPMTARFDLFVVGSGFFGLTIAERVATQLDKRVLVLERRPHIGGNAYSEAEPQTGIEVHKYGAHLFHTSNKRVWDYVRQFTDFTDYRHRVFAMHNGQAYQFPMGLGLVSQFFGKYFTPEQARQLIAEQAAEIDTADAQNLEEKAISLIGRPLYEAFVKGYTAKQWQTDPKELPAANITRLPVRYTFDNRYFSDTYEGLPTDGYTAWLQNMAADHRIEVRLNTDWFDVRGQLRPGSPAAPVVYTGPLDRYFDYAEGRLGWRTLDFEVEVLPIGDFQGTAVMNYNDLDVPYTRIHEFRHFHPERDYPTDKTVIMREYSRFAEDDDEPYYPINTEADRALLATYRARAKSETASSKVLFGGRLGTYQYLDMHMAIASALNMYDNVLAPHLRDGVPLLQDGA
# BioA inh – M. tuberculosis BioA enzyme inhibitors, primary screen, biochemical, plate reader, single point, HTS. purified M. tuberculosis BioA enzyme. actives 0.096% (n = 360,000). inhibition, % at 9.99 µM; in the data active means inhibition above about 40%; inconclusive means no clear call, values can overlap the other calls
# FadD28 binding – inhibitors of FadD28 bisubstrate probe binding, primary screen, biochemical, fluorescence polarization, single point; inhibition, % at 12.5 µM; actives 0.22% (n = 360,000); Mycobacterium tuberculosis FadD28 fatty-acid-AMP ligase; in the data active means inhibition above about 8.5%, passing the limit was not always enough; inconclusive means no clear call, values can overlap the other calls
# Anthrax LF inh2 – Bacillus anthracis LF protease inhibitors, primary screen, biochemical, multiplex microsphere, MLPCN library; inhibition, % at 10 µM; multiplex microsphere protease cleavage assay; AID 588501, 2011; actives 0.12% (n = 360,000); Lethal factor (Bacillus anthracis), P15917; further: plate controls were buffer without enzyme for full effect and enzyme alone for no effect
# FBA Mtb inh – Mtb FBA enzyme inhibitors, primary screen, biochemical, fluorescence, strain H37Rv. actives 2.3% (n = 360,000). inhibition, % at 1 µM. purified M. tuberculosis FBA, fluorescence read-out. Fructose-bisphosphate aldolase (Mycobacterium tuberculosis (strain ATCC 25618 / H37Rv)), …; in the data active means inhibition above about 27%;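 further: 0% = vehicle and 100% = reference inhibitor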
# Target sequence (P9WQA3 whole entry, looked up): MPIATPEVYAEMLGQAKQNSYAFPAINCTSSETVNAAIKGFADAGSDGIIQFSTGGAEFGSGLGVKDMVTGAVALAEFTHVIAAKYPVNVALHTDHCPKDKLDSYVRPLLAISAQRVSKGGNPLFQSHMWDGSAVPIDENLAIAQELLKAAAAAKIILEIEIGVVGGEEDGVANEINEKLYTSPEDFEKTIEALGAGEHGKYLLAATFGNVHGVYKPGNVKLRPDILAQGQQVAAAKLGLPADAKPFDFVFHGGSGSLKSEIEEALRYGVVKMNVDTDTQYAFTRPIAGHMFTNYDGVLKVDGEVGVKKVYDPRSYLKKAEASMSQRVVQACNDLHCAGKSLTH
# GDH-TPI inh – GDH-TPI coupling enzyme inhibitors, primary screen, artefact control for M. tuberculosis FBA inhibitor project, biochemical, absorbance, full deck; GDH-TPI coupled enzyme counterscreen, NADH absorbance; inhibition, % at 4.8 µM; actives 1.2% (n = 360,000); AID 588335, 2011; in the data active means inhibition above about 30%;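 further: 0% = DMSO wells and 100% = wells lacking the enzyme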
# BoNT-A LC inh2 – BoNT/A light chain protease inhibitors, primary screen, biochemical, flow cytometry, MLPCN library | Botulinum neurotoxin type A light chain protease (Clostridium botulinum A str. ATCC 3502) | multiplex microsphere protease substrate cleavage | inhibition, % at 10 µM | actives 0.17% (n = 360,000) | AID 588499, 2011; further: plate controls were buffer without enzyme for full effect and enzyme alone for no effect
# Numbers without * were called inactive; ? = inconclusive; . = not tested or not shown. Unless noted, no stated cut-off is given here; in the data, active means inhibition above about 30%; inconclusive means no clear call, values can overlap the other calls; inactive means below that.
SMILES,BoNT F protease,PfHsp40 rescue,Mtb UGM inh,BioA inh,FadD28 binding,Anthrax LF inh2,FBA Mtb inh,GDH-TPI inh,BoNT-A LC inh2
CCOC(=O)CN1CC23C=CC(O2)C(C(=O)Nc2cc(OC)ccc2OC)C3C1=O (stereo unspecified),-11,-0.7,1.4,0.8,-2.5,-4,0,3,-0.8
O=C(O)C1CCCCC1C(=O)NCc1ccc2c(c1)OCO2 (stereo unspecified),-7,-1.2,1.1,.,-1.6,-6,90*,-3,-0.4
COc1cccc(CNC(=O)COC(=O)CNC(=O)c2ccc(-c3ccccc3)cc2)c1,-23,-1.0,.,0.1,-0.6,-3,4,13,-8.3
NC1(C#Cc2ccc3oc(=O)c(-n4cc(C5(O)CCCCC5)nn4)cc3c2)CCCCC1,0,-0.9,-2.2,2.3,-2.9,-9,0,3,-0.6
Cc1ccc(N(C)C(=O)N2CCN(S(=O)(=O)c3ccc(C)cc3)CC2)cc1,2,0.6,0.2,-0.4,-1.8,-1,5,5,-0.2
CC1(C)C=C(c2ccc(C=O)s2)CC(C)(C)N1C=O,-7,0.7,-0.6,.,-1.7,3,7,32*,1.8
CC(=O)Nc1cccc(-c2ccnc3c2CC(C)(C(=O)Nc2ccccc2)O3)c1 (stereo unspecified),-6,.,.,6.7,-4.7,-2,3,14,-0.3
Cc1cc2c(cn1)C(CCC#N)(CCC#N)c1ccccc1-2,?,54*,-1.3,-0.4,0.4,0,1,2,-0.4
CCCCC(c1nnnn1C(C)C)N1CCN(C(=O)c2ccco2)CC1 (stereo unspecified),0,-1.0,4.1,-1.2,.,0,4,1,3.7
CCN(CC)c1ccc(S(=O)(=O)N2CCOCC2)cc1NC(=O)CSc1n[nH]c(N)n1,.,-0.6,3.1,.,-1.8,.,4,1,.
O=C(Nc1c(C(=O)N2CCCCC2)cnn1-c1ccccc1)c1ccco1,4,0.2,-1.4,-0.3,-2.4,-2,0,-4,0.1
CCN(CC)C(=O)c1sc(NC(=O)c2ccc3c(c2)OCO3)c(C(N)=O)c1C,14,-0.4,-1.0,-0.7,-2.0,5,2,10,0.9
O=C(c1cccn2c(=O)c3cc(Br)ccc3nc12)N1CCN(c2ccccn2)CC1,11,0.2,0.3,2.1,-2.8,1,0,0,7.1
CN(CCc1ccccn1)c1ccccc1,-12,0.8,.,-1.7,0.8,-1,-1,3,-0.4
CN1CCCC1CCNc1ccc2sc3ccccc3c(=O)c2c1 (stereo unspecified),-9,0.1,3.8,-0.3,0.1,16,-1,13,11
O=C(CCCN1C(=O)C(c2ccccc2)Oc2cccnc21)Nc1ccccc1Br (stereo unspecified),-3,.,.,-0.3,-2.6,-3,-2,-3,0.3
O=C1CN(C(=S)NC(=O)c2ccc(-c3ccccc3)cc2)CCN1,4,1.5,?,.,-3.0,-2,-4,-4,-0.3
CCN(CC)c1nc2c3c(nc4c(c3c1C#N)CC(=O)N4c1ccc(Cl)cc1)NC(C)=N2,-6,2.0,1.7,-0.1,1.0,-3,6,10,1.2
O=C(NC1CCCC1)C(c1cccnc1)N(CCc1ccccc1)C(=O)c1ccco1 (stereo unspecified),-3,0.4,2.2,.,-1.5,-4,0,-2,-0.2
COc1ccc(/C=N/NC(=S)Nc2c(C)n(C)n(-c3ccccc3)c2=O)cc1OC,?,-0.3,1.9,.,-1.0,-22,-1,28,?
N/C(=N\OC(=O)c1ccc(F)cc1)c1ccc(Br)cc1,-3,0.9,2.2,-2.8,-1.4,-8,0,-3,0.1
CCN(Cc1cccs1)C(=O)CN1C(=O)NC(c2ccccc2)(c2ccccc2)C1=O,4,1.7,-1.9,0.7,0.3,-4,4,10,0.1
CC(C)CN1CCC1(C)C(=O)Nc1cccc(C#N)c1 (stereo unspecified),2,.,.,0.0,1.0,1,2,0,-0.1
COc1cc(C(=O)NCc2nc(C)cs2)ccc1OC1CCN(C(C)=O)CC1,-13,-1.6,-1.5,-0.7,0.2,1,1,3,-1.8
Cc1cc(C)c(S(=O)(=O)N2CCOCC2)cc1C,-10,1.2,-0.3,.,-3.0,-12,0,5,-0.8
SMILES,BoNT F protease,PfHsp40 rescue,Mtb UGM inh,BioA inh,FadD28 binding,Anthrax LF inh2,FBA Mtb inh,GDH-TPI inh,BoNT-A LC inh2
O=C(COC(=O)c1cccs1)NCc1cccs1,7,0.9,0.9,-1.3,-0.5,2,0,-10,1.5
COc1ccccc1-c1n[nH]nc1C1=CC(=O)CC(C)(C)C1,-2,.,.,-1.7,-0.7,-1,-1,15,-0.2
COCCNC(=O)c1cccc(OC2CCN(Cc3ccc(Cl)c(F)c3)CC2)c1,?,-0.4,2.3,2.7,-2.3,-4,2,-14,0.7
Cc1ccc(S(=O)(=O)N(c2ccc(Br)cc2)C2C=CS(=O)(=O)C2)cc1 (stereo unspecified),-6,0.1,-0.7,.,-2.8,-2,-1,-6,2.3
CN(C)CCN(CC1CCCN(Cc2ccccc2F)C1)C(=O)Cc1c(F)cccc1F (stereo unspecified),3,0.5,-0.9,2.2,-0.3,-1,1,-2,-2.3
COCCNC(=O)COc1ncnc2scc(-c3ccc(F)cc3)c12,5,0.8,0.8,.,-14,-3,-2,-1,0.3
Cc1ccc(N(C=NC#N)CC(=O)N2CCN(c3ccccc3)CC2)cc1,18,-0.1,3.8,-0.2,0.0,9,-2,5,4.8
CC(C)c1ccc(C(O)Cc2nc3ccccc3n2C)cc1 (stereo unspecified),1,0.4,1.0,.,-0.7,-2,1,2,0.0
COc1ccc(CN(C)C(=S)Nc2ccc(OC(F)F)cc2)cc1,3,1.0,2.3,1.1,0.8,2,-2,6,-0.1
O=C(CCNS(=O)(=O)c1ccc(Cl)cc1)OCC(=O)N1CCN(C(=O)c2ccco2)CC1,-5,.,2.7,.,-1.9,0,1,-1,0.1
Cc1ccc(-c2csc3ncn(CC(=O)N4CCOCC4)c(=O)c23)cc1C,?,-0.3,1.6,-1.3,-2.0,-19,3,-1,0.6
CC(=O)C1=C(O)C2(C)c3c(O)c(C)c(O)c(C(C)=O)c3OC2CC1=O (stereo unspecified),-12,.,.,5.0,-1.8,2,-1,6,-0.8
COc1ccc(-c2cc(CC3(C(=O)O)CCN(C(=O)OC(C)(C)C)CC3)on2)c(OC)c1,3,1.4,1.2,0.6,-1.4,7,1,5,-0.1
N=c1ccn(CC(=O)c2ccc(-c3ccccc3)cc2)cc1,-2,0.3,-0.2,.,-4.2,-1,3,4,0.2
COC(=O)CN1C(=O)[C@H]2[C@@H](/C=C/c3ccccc3)N3C(=O)CN(Cc4ccccc4)C(=O)[C@@]3(C)[C@H]2C1=O,-6,-2.0,0.0,0.1,1.4,-12,0,3,-1.0
COc1cc(OC)c(C(=O)OC(C)C(=O)NCc2ccc3c(c2)OCO3)cc1OC (stereo unspecified),-4,-0.2,-6.6,0.7,-2.6,-4,-5,0,-0.1
O=C1CSC(=S)N1Cc1ccccc1,-1,.,.,.,-2.3,-6,0,5,1.1
Cc1ccccc1OCC(=O)Nc1ccc(C(N)=O)cc1,-15,-0.4,-1.9,.,-1.1,-1,6,0,0.0
CCOc1ccccc1N1CCN(C(=O)c2ccc(Cl)c(S(=O)(=O)N3CCCCC3)c2)CC1,-7,1.1,.,-0.3,-2.0,-3,0,-4,0.8
Cc1ccc(OCC(=O)NCC(=O)Nc2ccc(F)cc2)c([N+](=O)[O-])n1,6,-0.9,3.2,0.2,-0.4,1,4,14,1.8
CCCC(CCC)C(=O)Nc1cccc(C(=O)O)c1,-4,-0.7,-2.7,.,-1.7,-4,-1,-1,0.9
CCN(CC)S(=O)(=O)c1ccc(/C=C/C(=O)OCC(=O)Nc2ccc(S(N)(=O)=O)cc2)cc1,-1,-1.4,-1.5,.,-4.4,-4,0,10,-0.5
COc1ccc(C2C3=C(CCCC3=O)Nc3nc(C(F)(F)F)nn32)cc1OC (stereo unspecified),-6,-0.4,-1.9,1.1,-6.5,2,1,1,-0.1
O=C(CCN1CCN(c2ccc(F)cc2)CC1)Nc1ccccc1F,-6,1.0,-0.5,1.4,0.2,-4,0,7,-0.4
Cc1cc(NC(=O)COc2coc(CN3CCN(c4ccccc4F)CC3)cc2=O)no1,5,0.7,0.8,-1.2,-2.6,4,0,1,0.0

# 4 compounds picked at random from those above:
SMILES,BoNT F protease,PfHsp40 rescue,Mtb UGM inh,BioA inh,FadD28 binding,Anthrax LF inh2,FBA Mtb inh,GDH-TPI inh,BoNT-A LC inh2
CC(C)c1ccc(C(O)Cc2nc3ccccc3n2C)cc1 (stereo unspecified),1,0.4,1.0,.,-0.7,-2,1,2,0.0
Cc1cc(C)c(S(=O)(=O)N2CCOCC2)cc1C,-10,1.2,-0.3,.,-3.0,-12,0,5,-0.8
CC(=O)C1=C(O)C2(C)c3c(O)c(C)c(O)c(C(C)=O)c3OC2CC1=O (stereo unspecified),-12,.,.,5.0,-1.8,2,-1,6,-0.8
COc1cccc(CNC(=O)COC(=O)CNC(=O)c2ccc(-c3ccccc3)cc2)c1,-23,-1.0,.,0.1,-0.6,-3,4,13,-8.3

# The listing continues.
SMILES,BoNT F protease,PfHsp40 rescue,Mtb UGM inh,BioA inh,FadD28 binding,Anthrax LF inh2,FBA Mtb inh,GDH-TPI inh,BoNT-A LC inh2
CCCCn1nnnc1C(c1ccccc1)N1CCC2(CC1)C(=O)NCN2c1ccccc1 (stereo unspecified),3,.,.,-4.6,-3.6,-6,-1,.,-0.6
O=C(CCC(=O)c1ccc(-c2ccccc2)cc1)Nc1cccnc1,-3,-0.1,-0.6,.,-3.4,-4,2,-9,-0.1
Cc1cc2cc(C(c3nnnn3Cc3ccco3)N3CCc4ccccc4C3)c(=O)[nH]c2cc1C (stereo unspecified),1,-0.6,-1.7,.,-6.7,-4,7,1,0.8
N#Cc1ccccc1COc1cccc2c1CCCC2O (stereo unspecified),12,-2.3,-1.0,-1.2,-2.7,-1,4,-8,0.0
COc1ccc(CNC(=O)c2nnn(-c3cccc(C(F)(F)F)c3)c2N)cc1,-4,2.2,2.6,-1.0,-3.3,0,-1,6,-0.5
COC(=O)[C@]1(C)N[C@H](CN(C)S(=O)(=O)c2ccc(OC(F)(F)F)cc2)[C@@H]2C(=O)N(Cc3ccccc3)C(=O)[C@@H]21,-1,0.2,.,-1.5,0.5,0,1,15,-0.5
Cc1ccccc1NC(=O)CCc1c(C)nn(-c2ccc(N3CCOCC3)nn2)c1C,3,-1.3,-2.3,2.3,-2.0,0,3,7,-0.8
CC(C)OC(=O)/C(=C\c1ccccc1)NC(=O)c1ccccc1,3,-0.8,-3.2,1.8,-2.5,-3,-2,1,-0.4
CC1CCCN(c2nc3c(c(=O)[nH]c(=O)n3C)n2CCCc2ccccc2)C1 (stereo unspecified),-8,-2.2,1.6,3.1,-3.0,-7,1,1,0.1
O=C(N/N=C/c1cccc([N+](=O)[O-])c1)c1ccncc1,-7,2.8,2.0,0.0,-1.1,-4,1,7,0.5
CC(=O)c1ccc(NC(=O)CSc2nccn2CCc2ccccc2)cc1,0,0.3,-1.2,2.0,-0.9,-2,-1,-4,0.3
CCCCCCN1Cc2ccccc2C1,?,-0.8,-1.6,-1.1,-2.1,-2,-5,-9,0.2
O=C(Nc1cccc(F)c1)c1ccc(S(=O)(=O)N2CCCCC2)cc1,3,-0.7,-0.2,2.4,-2.6,-1,3,8,2.4
CCn1ccnc1CN(C)Cc1nc(-c2ccc(C(=O)OC)cc2)no1,-4,1.3,-2.3,1.1,-3.9,-6,3,-2,-0.8
CCc1ccc(N2CC(C)Cn3c2nc2c3c(=O)n(CCN3CCOCC3)c(=O)n2C)cc1 (stereo unspecified),0,-0.6,-0.3,4.9,-4.4,-8,1,-8,0.3

# Bioassay records deposited in PubChem by several laboratories.
